# Assay outcomes deposited in PubChem by National Center for Advancing Translational Sciences (NCATS).
# KDM5B inh = inhibitors of human KDM5B histone demethylase. KDM5B demethylase, FDH-coupled NADH fluorescence (FDH is formaldehyde dehydrogenase). Potency, µM (titrated, usually from 57.7 µM), for inactives: at the highest dose activity change, negative = inhibition, hits mostly inhibitors. actives 2.6% (n = 220,000). AID 1347165; active = well fitted inhibition curve with a large enough effect; inconclusive = small, poorly fitted or top-dose-only effect; inactive = no such curve, though single readings can be large or run the other way; note: 0% is about no effect; nearly all actives have a fitted effect of over 70% in size
# Target sequence (Q9UGL1 whole entry, looked up): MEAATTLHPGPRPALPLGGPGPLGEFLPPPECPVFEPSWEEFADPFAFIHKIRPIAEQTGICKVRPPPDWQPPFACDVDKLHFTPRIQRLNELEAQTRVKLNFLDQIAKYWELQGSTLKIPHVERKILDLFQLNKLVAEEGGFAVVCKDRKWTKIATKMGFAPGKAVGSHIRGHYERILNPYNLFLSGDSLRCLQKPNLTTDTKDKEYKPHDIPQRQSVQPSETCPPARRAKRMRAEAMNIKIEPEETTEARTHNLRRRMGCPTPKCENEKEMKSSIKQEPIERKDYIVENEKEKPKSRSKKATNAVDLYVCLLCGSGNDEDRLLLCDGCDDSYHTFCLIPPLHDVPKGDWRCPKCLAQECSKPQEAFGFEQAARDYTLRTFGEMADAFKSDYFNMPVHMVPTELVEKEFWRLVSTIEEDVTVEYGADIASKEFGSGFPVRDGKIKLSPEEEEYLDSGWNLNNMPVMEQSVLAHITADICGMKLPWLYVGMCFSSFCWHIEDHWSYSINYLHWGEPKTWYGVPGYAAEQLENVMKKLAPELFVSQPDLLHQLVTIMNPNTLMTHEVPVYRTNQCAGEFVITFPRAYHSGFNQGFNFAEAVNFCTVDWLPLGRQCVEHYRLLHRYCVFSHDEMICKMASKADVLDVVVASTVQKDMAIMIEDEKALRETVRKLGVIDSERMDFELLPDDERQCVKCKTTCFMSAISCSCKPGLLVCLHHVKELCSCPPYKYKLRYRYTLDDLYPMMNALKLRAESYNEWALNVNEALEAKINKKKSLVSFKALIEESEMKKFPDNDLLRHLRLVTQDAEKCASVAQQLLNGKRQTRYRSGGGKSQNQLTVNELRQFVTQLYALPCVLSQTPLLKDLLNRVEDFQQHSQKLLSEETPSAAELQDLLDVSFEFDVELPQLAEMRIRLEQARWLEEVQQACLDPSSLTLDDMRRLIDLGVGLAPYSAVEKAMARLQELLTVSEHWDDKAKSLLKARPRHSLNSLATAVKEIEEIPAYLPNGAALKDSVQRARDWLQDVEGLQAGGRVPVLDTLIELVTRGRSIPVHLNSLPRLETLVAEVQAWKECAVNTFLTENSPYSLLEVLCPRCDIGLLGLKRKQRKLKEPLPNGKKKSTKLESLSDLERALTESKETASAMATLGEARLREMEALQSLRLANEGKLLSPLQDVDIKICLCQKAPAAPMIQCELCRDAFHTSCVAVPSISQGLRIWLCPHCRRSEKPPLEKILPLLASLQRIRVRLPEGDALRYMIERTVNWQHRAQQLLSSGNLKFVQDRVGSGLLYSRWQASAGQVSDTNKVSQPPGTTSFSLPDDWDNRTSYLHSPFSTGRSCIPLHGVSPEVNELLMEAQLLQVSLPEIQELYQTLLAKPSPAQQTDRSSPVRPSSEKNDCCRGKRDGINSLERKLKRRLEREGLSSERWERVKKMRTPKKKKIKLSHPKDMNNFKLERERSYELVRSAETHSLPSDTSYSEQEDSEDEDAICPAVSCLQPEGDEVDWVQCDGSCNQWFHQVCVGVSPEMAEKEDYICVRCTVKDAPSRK
#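 Compound dilutions met 200 nM (final) KDM5BΔAP for 10 min at room temperature before substrate addition. The substrate mix held 12.5 µM H3K4me3 with cofactors 25 µM α-ketoglutarate and 50 µM Fe²⁺. NADH signal gain over 30 min defined activity.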
# Active calls of the source: *; i = inactive; ? = inconclusive; [ ] = remark or other dose. Potency is the fitted concentration of half-maximal effect. An excerpt. The share of hits here may be higher or lower than overall.
# A first look (21 entries):
KDM5B inh | mol
-1%[115 µM] | COC(=O)CNC(=O)c1cc(-c2ccc([S+](C)(=O)[O-])cc2)c2cccn2n1
? | Cc1cccc(C)c1NC(=O)c1nc(S(C)(=O)=O)ncc1N(Cc1ccc(C(C)(C)C)cc1)Cc1ccco1
16% | Cc1nc(S(=O)(=O)N2CCC(C(=O)N3CCN(c4ccccc4)CC3)CC2)cn1C
3% | CNC(=O)NC[C@H]1CCN(Cc2cccc(F)c2F)C[C@H]1N(C)C
? | CCN1c2cc(C(=O)Nc3ccccc3)ccc2C(=O)N2CCCCC21 (stereo unspecified)
? | Cc1ccc(NS(=O)(=O)c2ccc3[nH]c4c(c3c2)CCCCCC4)cc1Cl
-26%[86.2 µM] | CC(C)(C)c1nnc([C@H]2CCN(C(=O)CCC(=O)O)C2)o1
-10% | CCCCc1ccc(-c2csc(NC(=O)COCc3nc4ccccc4c(=O)[nH]3)n2)cc1
-13% | CCn1cc(CN2C[C@@H](COC)[C@H](C(=O)N(C)C)C2)cn1
-5% | COc1ccccc1CNC(=O)c1ccc(CS(=O)c2ccccc2Cl)o1 (stereo unspecified)
5% | O=C(c1cc2ccccc2oc1=O)N1CCCN(C2CC2)CC1
-37% | CCOc1ccc(-c2nnc(SCC(=O)Nc3cccc(OC)c3)nc2-c2ccc(OCC)cc2)cc1
22% | CCCOc1c(Br)cc(C(=O)OCC(=O)c2cc(C)c(C)cc2C)cc1OC
19% | COCCN1C(=O)CC[C@]2(C(=O)NCc3cccc(C)c3)CCCC[C@@H]12
? | CCOC(=O)CC1(NC(=O)N2CCCC2c2ccco2)CCCCC1 (stereo unspecified)
20%[149 µM] | CC(C)C1=NOC2(CCCN(C(=O)c3ccc4c(c3)OCO4)C2)C1 (stereo unspecified)
? | O=C(Cn1c2ncccc2c(=O)n1-c1ccccc1)NCc1ccccc1Cl
-15% | CS(=O)(=O)n1nc(-c2ccc(Cl)cc2)nc1N
-26% | FC(F)Oc1ccc(/C=N/NC(=S)NCc2ccccc2)cc1
27% | Cc1ccccc1NC(=O)c1cccc(NC(=O)c2c(C(=O)O)cccc2[N+](=O)[O-])c1
14% | Cc1nsc(NC(=O)N2CCCN(c3ccccc3)CC2)n1

# Main list (from the top)
KDM5B inh | mol
-1%[115 µM] | COC(=O)CNC(=O)c1cc(-c2ccc([S+](C)(=O)[O-])cc2)c2cccn2n1
? | Cc1cccc(C)c1NC(=O)c1nc(S(C)(=O)=O)ncc1N(Cc1ccc(C(C)(C)C)cc1)Cc1ccco1
16% | Cc1nc(S(=O)(=O)N2CCC(C(=O)N3CCN(c4ccccc4)CC3)CC2)cn1C
3% | CNC(=O)NC[C@H]1CCN(Cc2cccc(F)c2F)C[C@H]1N(C)C
? | CCN1c2cc(C(=O)Nc3ccccc3)ccc2C(=O)N2CCCCC21 (stereo unspecified)
? | Cc1ccc(NS(=O)(=O)c2ccc3[nH]c4c(c3c2)CCCCCC4)cc1Cl
-26%[86.2 µM] | CC(C)(C)c1nnc([C@H]2CCN(C(=O)CCC(=O)O)C2)o1
-10% | CCCCc1ccc(-c2csc(NC(=O)COCc3nc4ccccc4c(=O)[nH]3)n2)cc1
-13% | CCn1cc(CN2C[C@@H](COC)[C@H](C(=O)N(C)C)C2)cn1
-5% | COc1ccccc1CNC(=O)c1ccc(CS(=O)c2ccccc2Cl)o1 (stereo unspecified)
5% | O=C(c1cc2ccccc2oc1=O)N1CCCN(C2CC2)CC1
-37% | CCOc1ccc(-c2nnc(SCC(=O)Nc3cccc(OC)c3)nc2-c2ccc(OCC)cc2)cc1
22% | CCCOc1c(Br)cc(C(=O)OCC(=O)c2cc(C)c(C)cc2C)cc1OC
19% | COCCN1C(=O)CC[C@]2(C(=O)NCc3cccc(C)c3)CCCC[C@@H]12
? | CCOC(=O)CC1(NC(=O)N2CCCC2c2ccco2)CCCCC1 (stereo unspecified)
20%[149 µM] | CC(C)C1=NOC2(CCCN(C(=O)c3ccc4c(c3)OCO4)C2)C1 (stereo unspecified)
? | O=C(Cn1c2ncccc2c(=O)n1-c1ccccc1)NCc1ccccc1Cl
-15% | CS(=O)(=O)n1nc(-c2ccc(Cl)cc2)nc1N
-26% | FC(F)Oc1ccc(/C=N/NC(=S)NCc2ccccc2)cc1
27% | Cc1ccccc1NC(=O)c1cccc(NC(=O)c2c(C(=O)O)cccc2[N+](=O)[O-])c1
14% | Cc1nsc(NC(=O)N2CCCN(c3ccccc3)CC2)n1
5% | CCN(CC)S(=O)(=O)c1nc(C)c(Cl)c(C)c1C#N
13% | COc1cccc(CNCc2c(C(=O)O)c(C)n(Cc3ccc(F)cc3Cl)c2C)c1OC
7% | O=C(Nc1ccc(O)c(-c2nc3ccccc3o2)c1)c1cccc(Cl)c1
-14% | COC[C@@H]1CN(Cc2cccc(C)c2)C[C@H]1C(=O)NC1CC1
? | O=C(CCc1ccccc1)N1CC(Oc2ccc(-c3nc(-c4ccccc4)no3)cc2)C1
-3% | Cc1ccc(CNC(=O)c2sc3nc4n(c(=O)c3c2C)CCCCC4)cc1
-20% | CCOc1ccc(NC(=O)CC2C(=O)N(c3ccccc3)C(=O)N2C2CCCC2)cc1 (stereo unspecified)
4% | N#Cc1ccsc1NC(=O)CSc1nnc(-c2ccccc2F)n1C1CC1
2% | Cc1nn(-c2ccccc2)c(-c2ccccc2[N+](=O)[O-])c1C(=O)O

# The closing 2 compounds of the part before open the next one:
KDM5B inh | mol
4% | N#Cc1ccsc1NC(=O)CSc1nnc(-c2ccccc2F)n1C1CC1
2% | Cc1nn(-c2ccccc2)c(-c2ccccc2[N+](=O)[O-])c1C(=O)O
-22% | COCCN1C(=O)CCc2cc(NC(=O)c3ccc(OC(F)(F)F)cc3)ccc21
-7% | CCCCn1c(SCC(=O)Nc2cc(C)on2)nnc1-c1ccncc1
-3% | COC(=O)c1sccc1S(=O)(=O)N(CC(=O)NCc1ccccc1)c1ccc(C)cc1
? | CN1CC(=O)N(c2ccccc2F)Cc2c(NC3CCNCC3)ncnc21
-10% | Cc1ccc(NC(=O)CCNS(=O)(=O)c2ccc(Br)s2)cc1
? | Cc1nn(-c2ccccn2)c(C)c1[C@@H]1C=C[C@@H](NC(=O)c2ccco2)C1
6% | O=C1CSc2ccc(S(=O)(=O)N3CCCC3)cc2N1
-20% | COc1cccc(CC(=O)N2CCCN(C)c3ccccc32)c1
? | CCc1ccc(-c2c(C)sc(N)c2C#N)cc1
-4% | CCOC(=O)c1ccccc1NC(=O)c1sc2nc3n(c(=O)c2c1C)CCCCC3
? | O=C(/C=C/c1ccncc1)c1ccc(N2CCOCC2)cc1
-2% | O=C(CCl)c1c[nH]c2ccccc12
? | COC(=O)c1ccccc1NC(=O)NCc1nc(-c2ccccc2)oc1C
20% | N#Cc1ccc(OCCSCc2cccc3ccccc23)cc1
-1% | O=C(Nc1nc(-c2ccccc2)ns1)c1ccc(Cl)cc1
0% | CCCc1nnc(NC(=O)c2cc(=O)c3cc(Cl)c(C)cc3o2)s1
4%[86.2 µM] | COc1ccc(-c2noc([C@@H]3C[C@@H](O)CN3C3CCN(C)CC3)n2)cc1
9% | O=C([C@@H]1C[C@H](F)CN1S(=O)(=O)c1ccc(F)c(Cl)c1)N1CCCCC1
7%[86.2 µM] | O=C1N(Cc2ccc(F)cc2)C[C@H]2CN(Cc3cnc4ccccc4c3)CCN12
9% | CCC(=O)NC1(C(F)(F)F)N=C(c2ccccc2)N(CCc2ccccc2)C1=O (stereo unspecified)
-14% | CC(C)CN1CCN(c2ncncc2-c2nc(-c3ccccc3)no2)CC1
16% | O=C(NCc1ccc(Br)o1)c1nc(-c2ccccc2)no1
0% | COC[C@@H]1[C@H](NC(=O)c2cc(-c3cccn3C)n[nH]2)[C@@H]2CCO[C@H]12
-5% | CCn1nc(C)c(Br)c1-c1nc(-c2cccc(C)c2)no1
22µM* | COc1ccc(-c2ccc3c(c2)C(=O)N2CC[C@H](NS(=O)(=O)c4cccs4)[C@H]2C(=O)N3)cc1
-13% | N#C/C(=C(O)\C=C\c1ccccc1)c1nc2ccccc2[nH]1
-18% | CCN(CC)S(=O)(=O)c1ccc(Oc2ccc3ccccc3c2)nc1
-8% | COCCN1CC(CO)C2(CCN(C(=O)Cc3ccccc3OC)CC2)C1 (stereo unspecified)
? | O=C(CSc1nncn2c1cc1occc12)Nc1ccc(F)c(Cl)c1
? | O=C(COC(=O)c1nn(-c2ccccc2)c(=O)c2ccccc12)Nc1ccccc1-c1ccccc1
-5% | Nc1c(C(=O)Nc2ccc(F)c(F)c2)sc2nc(-c3ccncc3)ccc12
-1% | CC(N(C)C(=O)CCc1ccco1)C(C)(C)C (stereo unspecified)
-30% | O=c1n(-c2ccc(F)cc2F)nc2n1CCN([S+](=O)([O-])c1cccc(C(F)(F)F)c1)C2
? | O=C(N[C@H]1C[C@H]2C(=O)NC[C@@H](CCC(=O)N3CCN(c4ccccc4)CC3)N2C1)c1cccs1
9% | COC(=O)c1ccc(NC(=O)CSc2nc3c(c(=O)n(C)c(=O)n3C)n2Cc2ccccc2)cc1
17% | OC[C@@H]1CN(Cc2ccccc2OC(F)(F)F)C[C@H]1c1ccncc1
-11%[86.2 µM] | CN(C)CCN(C)CC[C@H]1CN(C(=O)Cc2ccccc2)CC[C@H]1CC(=O)O
19% | CN(Cc1ccc(C(F)(F)F)cc1)C(=O)c1ccc(CNC(N)=O)cc1
? | COc1ccc(CN2C[C@@H](F)[C@@H](OCc3nc4ccccc4o3)C2)cc1
-12%[86.2 µM] | COc1ccccc1-c1cc(N2CCN(c3ccccn3)CC2)c2onc(C)c2n1
? | COc1ccc(-c2cn(C)c(=O)n3cc(CN4CCNC(=O)C4)nc23)cn1
-17% | Cc1ccc(CN2CCC(CNC(=O)c3cnn(-c4ccc(C)cc4)c3C3CCN(C(=O)OC(C)(C)C)CC3)CC2)cc1
? | Cc1cc(=O)oc2c(C)c(OC(C)C(=O)NCc3ccc(S(N)(=O)=O)cc3)ccc12 (stereo unspecified)
-12% | CCN1CCCC(OC(=O)c2cccc(Br)c2)C1 (stereo unspecified)
? | Cc1cc(C[C@@H]2COC[C@@H]2NC(=O)c2ccc(-c3ccccc3Cl)o2)on1
i | COCCNC(=O)c1nc(-c2ccccc2OC)c2ccccn12
6% | O=C(/C=C/Nc1ccc(F)c(Cl)c1)c1ccc(-c2ccccc2)cc1
3% | Cn1c(=O)[nH]c(=O)c2c1nc(NCCCO)n2Cc1ccccc1
-9% | Cc1c(CNCc2ccccc2)c(C(=O)O)c(C)n1Cc1ccc(F)cc1Cl
19% | NC(=S)c1ccc(C(=O)NCc2ccccc2F)cc1
-15% | COc1ccc(S(=O)(=O)N2CCn3cccc3C2c2ccccc2F)cc1C (stereo unspecified)
-2% | Cc1ccc(NC(=S)NCC2CCN(C(C)c3ccccc3)C2)cc1 (stereo unspecified)
-2% | O=C(Nc1ccccc1Cl)c1cc(S(=O)(=O)N2CCC3(CC2)OCCO3)ccc1F
? | O=C(Nc1ccc2nc(SCC(=O)N3CCc4ccccc43)sc2c1)c1ccccc1
-3% | CC(C)(C)C(=O)OC1=CN(Cc2ccccc2)S(=O)(=O)c2ccccc21
-28% | COc1ccc(N2CCN(C(=O)c3oc4ccccc4c3NC(=O)c3ccccc3OC)CC2)cc1
35µM* | Cn1cc(-c2cnc(Nc3ccncc3)c3c2CCO3)cn1
13%[86.2 µM] | CCn1c2c(c(=O)n1Cc1ccccc1)CCN(C(=O)c1cn[nH]c1)C2
9% | OC1(c2csc(CN3CCc4ccccc4C3)n2)CCN(Cc2ccccc2F)CC1
10%[86.2 µM] | CC(C)c1ccc(NC2=N[C@H]3[C@@H](O)[C@H](O)C[C@H](C(=O)NC4CCCC4)[C@H]3S2)cc1

# More records
KDM5B inh | mol
? | N#Cc1nc(-c2cccs2)oc1N1CCN(C(=O)c2cccc(Cl)c2)CC1
19% | CCOc1ccccc1CN1CCC(Cc2nc(-c3cccnc3)n[nH]2)C1 (stereo unspecified)
? | COc1ccc(CCNC(=O)CNCC(c2ccccc2)N(C)C)cc1OC (stereo unspecified)
4% | Cc1ccc(CSc2ncccc2C(=O)O)cc1
-10% | Cn1ccnc1C(=O)N1CCC(Oc2cccc(F)c2)C1 (stereo unspecified)
-7% | COC(=O)CCc1sc(Nc2ccc(Br)cc2)nc1-c1ccc(OC)cc1
17% | Clc1ccc(COc2ccc(CNC3CC3)cc2)cc1
0% | O=C(C[C@@H]1O[C@H](CNS(=O)(=O)c2ccccc2)[C@@H](O)[C@H]1O)N1CCN(c2ccc(F)cc2)CC1
12% | C/C(=N\NC(=O)c1ccc2c(c1)OCO2)c1ccc(O)cc1
23% | O=C(Nc1cccc(OCC2CCCO2)c1)C1CCCC1 (stereo unspecified)
8% | COc1ccc(C(C)=O)c(OC(=O)/C=C/c2cccs2)c1
15% | Cc1oc(-c2ccccc2)nc1CN1CCNC(=O)C1
-9% | CC(C)OCCCNC(=O)CCC1CCN(C(=O)c2ccccc2F)CC1
-27% | COc1ccc(N2Cc3c(NCCOc4ccccc4)ncnc3N(C)CC2=O)cc1
-27% | CCOCCc1nnc(NC(=O)C(=O)c2cc(C)n(-c3ccc(C)cc3C)c2C)s1
1% | COCCCNC(=O)CCCn1c(SCC(=O)c2ccc(F)cc2)nc2c(sc3ccccc32)c1=O
9% | COc1ccc(C(=O)C(C)n2cnc3c2c(=O)n(C)c(=O)n3C)cc1 (stereo unspecified)
-23% | COc1ccc(C2(C(=O)N3CCCC(c4nc(-c5cccnc5)no4)CCNC(=O)CC3)CC2)cc1 (stereo unspecified)
16% | CC(Cc1cccnc1)NC(=O)c1cc(COc2c(F)cccc2F)on1 (stereo unspecified)
1% | COc1ccc(Oc2coc3cc(OC(C)C(=O)OC(C)C)ccc3c2=O)cc1 (stereo unspecified)
10% | O=Cc1c(-c2ccccc2)cc2ccccn12
17% | O=C(N=C1N(Cc2ccccc2)[C@@H](Cc2ccccc2)[C@]2(C=C3CCCCC3n3c(=O)n(-c4ccccc4)c(=O)n32)N1C(=O)OCc1ccccc1)c1ccccc1 (stereo partly specified)
-23%[86.2 µM] | CC(C)c1ccc(N2C(=O)N[C@@H]3CCN(S(=O)(=O)c4cccs4)[C@@H]3C2=O)cc1
